Screening results as filed in PubChem BioAssay.
HTRA1 inh = HTRA1 serine protease inhibitors, primary screen, biochemical, fluorescence polarization, HTS; Q92743; recombinant HTRA1, FP-rhodamine activity-based probe; inhibition, % at 5.96 µM; 0.5% of 340,000 active; in the data active = inhibition above about 36%;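 also: 0% = enzyme with DMSO and 100% = wells lacking enzyme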
NR1D1 modulator = modulators of Rev-erb alpha DNA binding, primary screen, biochemical, FITC-DNA, fluorescence polarization, uHTS; AID 1259318, 2017; activity, % at 10 µM; 0.79% of 370,000 active; Rev-erbα–FITC-DNA binding, 90 min;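 active = activity above about 14%, limit read from the data; passing the limit was not always enough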;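 also: 0% = DMSO wells with 35 nM protein and 100% = DMSO wells with 750 nM protein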
Target sequence (P20393 whole entry, looked up): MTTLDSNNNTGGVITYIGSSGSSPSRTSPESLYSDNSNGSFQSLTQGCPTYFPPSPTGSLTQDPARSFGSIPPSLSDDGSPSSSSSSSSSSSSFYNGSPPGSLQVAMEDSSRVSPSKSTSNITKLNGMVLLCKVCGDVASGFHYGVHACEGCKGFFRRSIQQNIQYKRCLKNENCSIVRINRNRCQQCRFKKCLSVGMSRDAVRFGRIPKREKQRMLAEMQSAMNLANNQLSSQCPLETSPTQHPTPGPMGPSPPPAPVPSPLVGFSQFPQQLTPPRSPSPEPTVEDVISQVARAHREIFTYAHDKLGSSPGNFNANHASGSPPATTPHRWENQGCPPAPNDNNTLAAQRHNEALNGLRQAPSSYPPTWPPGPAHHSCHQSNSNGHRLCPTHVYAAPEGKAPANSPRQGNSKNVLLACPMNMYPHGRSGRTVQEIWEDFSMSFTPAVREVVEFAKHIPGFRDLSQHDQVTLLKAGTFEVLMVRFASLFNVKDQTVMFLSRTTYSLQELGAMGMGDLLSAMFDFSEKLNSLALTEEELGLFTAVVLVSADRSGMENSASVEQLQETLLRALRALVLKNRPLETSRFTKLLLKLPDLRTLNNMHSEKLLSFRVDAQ
SIAE primary = human SIAE inhibitors, primary screen, biochemical, fluorescence polarization, FP-Rh probe, 1536-well HTS | 0.69% of 370,000 active | SIAE FP-Rh probe binding | inhibition, % at 9.66 µM | AID 1053197, 2014;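 active = inhibition above a cutoff: mean of compounds within the control limits plus 3 SD of those, cut at about 17% in these data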;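 also: 0% = plate median of compound wells and 100% = probe without SIAE protein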
PG9 binder = binders of HIV-1 gp120 antibody PG9, primary screen, biochemical, TR-FRET | HIV-1 gp120 / PG9 antibody interaction | TR-FRET gp120-PG9 antibody binding | inhibition, % at 6.7 µM | 0.43% of 360,000 active; in the data active = inhibition above about 8.5%
PRMT1 inh = PRMT1 methyltransferase inhibitors, primary screen, biochemical, fluorescence polarization. 1.3% of 370,000 active. recombinant PRMT1, activity-based probe fluorescence polarization. AID 652257, 2013. Protein arginine N-methyltransferase 1 (Homo sapiens), Q99873. inhibition, % at 2.79 µM;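 active = inhibition above about 21% made by adding two undisclosed values, limit read from the data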
ABHD4 inh = ABHD4 inhibitors, primary screen, biochemical, fluorescence polarization, mouse | purified mABHD4, FP-Rh probe fluorescence polarization | inhibition, % at 8.92 µM | 0.54% of 370,000 active | AID 720543, 2013;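 active = inhibition exceeding the mean over every tested compound plus 3 SD, cut at about 30% in these data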;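 also: 0% = plate median of compound wells and 100% = S159A mutant with DMSO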
Target sequence (Q8VD66 whole entry, looked up): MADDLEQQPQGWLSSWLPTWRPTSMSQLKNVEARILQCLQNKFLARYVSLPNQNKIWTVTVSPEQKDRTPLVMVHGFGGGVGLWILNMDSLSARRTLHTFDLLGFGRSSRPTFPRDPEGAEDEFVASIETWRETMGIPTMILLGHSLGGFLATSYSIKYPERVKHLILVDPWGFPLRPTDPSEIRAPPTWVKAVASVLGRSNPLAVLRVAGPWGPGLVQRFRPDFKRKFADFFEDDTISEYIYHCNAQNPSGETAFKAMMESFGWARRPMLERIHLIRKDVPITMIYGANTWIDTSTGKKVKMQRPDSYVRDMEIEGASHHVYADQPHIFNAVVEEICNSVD
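system = mouse ABHD4 enzyme, wild type | medium = HEPES pH 7.0, NaCl, Pluronic buffer | also added = FP-Rh probe | incubation = Enzyme–compound pre-incubation 45 min, then probe 60 min, both 25 °C | technique = fluorescence polarization, excitation 525 nm, emission 598 nm, BODIPY TMR filters | controls = S159A mutant high control, sample median low control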
TDP2 inh = human TDP2 enzyme inhibitors, primary screen, biochemical, epi absorbance, recombinant enzyme; AID 720702, 2013; 0.34% of 370,000 active; Tyrosyl-DNA phosphodiesterase 2 (Homo sapiens), O95551; T5PNP hydrolysis, p-nitrophenol absorbance 415 nm; inhibition, % at 12.8 µM;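 active = inhibition above the mean of all tested compounds plus 3 SD, set per campaign, cut at about 25% in these data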;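 also: 0% = DMSO with enzyme and 100% = buffer with substrate but no TDP2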
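Evaluation: % inhibition relative to enzyme-containing and enzyme-free wells. Material: recombinant human TDP2. Benchmarks: enzyme-free and DMSO wells. Timing: enzyme reaction with compound for 2 h at 37 °C. Compound dosing: 12.8 µM only. Measured by: p-Nitrophenol epi absorbance. Reagent: T5PNP substrate at 5 mM, a TopII-DNA adduct mimic. Replication: single well per compound.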
TCR-CD3 inh = inhibitors of human TCR-CD3 interaction, primary screen, biochemical, fluorescence, TAMRA-labeled TCR probe; inhibition, % at 9.4 µM; T-cell receptor (TCR); 0.37% of 360,000 active; in the data active = inhibition above about 19%;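 also: recombinant mutant TCR 2C K166C tagged with TAMRA read by polarization; 0% = receptor in buffer alone and 100% = receptor with positive control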
LEDGF integ inh = blockers of LEDGF/p75-dependent integrase strand transfer – biochemical, TR-FRET, high throughput, primary screen. TR-FRET IN-LEDGF/p75 DNA integration, Eu/Cy5. inhibition, % at 3.7 µM. 0.64% of 370,000 active. AID 743269, 2014;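 active = inhibition above the screen-wide mean plus 3 SD, cut at about 13% in these data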;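 also: signal is the Cy5 over europium emission ratio at 671 and 618 nm; 0% = plate median of compound wells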
rCAG RNA binder = binders of r(CAG) RNA repeats, primary screen, biochemical, fluorescence; r(CAG) RNA repeat, TO-PRO-1 dye displacement fluorescence; inhibition, % at 3 µM; 1.3% of 370,000 active;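 active = inhibition above the plate cutoff, the mean of all test compounds on that plate plus 3 SD, cut at about 35% in these data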;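 also: 0% = DMSO alone and 100% = 100 µM mitoxantrone as full dye displacement; higher means more dye released from RNA so lower well fluorescence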
* = called active by the depositor; · = no result given. This is a subset, so the mix of outcomes need not match the whole.

entry	structure	HTRA1 inh	NR1D1 modulator	SIAE primary	PG9 binder	PRMT1 inh
1	Oc1ccc(/C=N/Nc2cccc(Cl)n2)c(O)c1	26	-2	6	-5.9	1
2	c1coc(C2=Nc3cccc4cccc(c34)N2)c1	5	-36	23*	-7.5	5
3	N#C/C(=C/c1ccccc1[N+](=O)[O-])C(=O)NCc1ccco1	8	4	4	-0.9	-1
4	O=C(Nc1nc2c(c(=O)[nH]1)CCCC2)C1CC1	4	-2	4	0.5	-1
5	COc1cccc(N2CCN(C(=S)Nc3ccc(C)cc3C)CC2)c1	-2	1	-1	-1.9	-1
6	O=C(Nc1ccccc1F)Nc1cc(Cl)ccc1-n1cncn1	-4	2	0	0.3	0
7	COc1cccc(Sc2cc(N3CCOCC3)nc(-c3ccccc3)n2)c1	-15	-2	-7	-1.2	1
8	Cc1cc(/C=C2\SC(=O)N(CC(=O)Nc3ccccc3F)C2=O)c(C)n1C	-2	-2	-1	0.3	2

entry	ABHD4 inh	TDP2 inh	TCR-CD3 inh	LEDGF integ inh	rCAG RNA binder
1	7	-3	6	-1	4
2	6	2	8	2	10
3	4	-2	6	-2	2
4	-11	2	-4	-2	0
5	2	4	-2	5	-5
6	5	3	2	1	-2
7	-1	-3	-2	0	8
8	2	-14	4	-4	7

entry	structure	HTRA1 inh	NR1D1 modulator	SIAE primary	PG9 binder	PRMT1 inh
9	CSc1nnc(-c2ccccc2)c(-c2ccccc2)n1	-2	-6	-4	-1.6	0
10	CC1CCN(Cc2ccc(NC(=O)CC3Oc4ccccc4NC3=O)cc2)CC1 (configuration not stated)	-6	-8	5	-2.4	3
11	O=C(COC(=O)c1nc(Cl)ccc1Cl)NCCc1ccccc1	-9	-3	8	3.1	1
12	S=C(NCc1ccccc1)Nc1ccc(Cl)cc1	-13	6	5	-2.0	-4
13	N#Cc1ccccc1CCN1C(=O)c2ccccc2C1=O	-2	6	-2	1.5	4
14	Fc1ccc(CO/N=C2\CCCc3nonc32)cc1	2	-2	-2	-0.4	-2
15	CN1C(=O)C2(c3ccccc31)N(C)CC(c1ccccc1)C21SC(=S)N(Cc2ccco2)C1=O (configuration not stated)	-7	-3	-5	1.5	1
16	COc1ccc(Oc2c(Cl)cnn(C3c4ccccc4-c4ccccc43)c2=O)cc1	·	16	-2	·	9

entry	ABHD4 inh	TDP2 inh	TCR-CD3 inh	LEDGF integ inh	rCAG RNA binder
9	-2	-15	3	3	-3
10	4	-5	6	-1	2
11	1	7	-9	-3	-4
12	-4	-6	4	-6	-1
13	6	-9	0	-5	-1
14	-1	-6	-3	-1	-1
15	2	12	2	0	2
16	-2	-9	·	-1	11

entry	structure	HTRA1 inh	NR1D1 modulator	SIAE primary	PG9 binder	PRMT1 inh
17	CCC(=O)Nc1sc2c(c1C#N)CCC2	0	0	-4	0.7	-2
18	Cc1nnsc1S(=O)(=O)c1ccccc1	11	1	-1	2.3	-1
19	CCOc1ccccc1NC(=O)c1cc2ccccc2oc1=O	2	5	5	-0.7	0
20	O=C(CNC(=O)c1ccccc1)N/N=C/c1cn[nH]c1-c1ccccc1	-6	-6	2	0.2	-2
21	COC(=O)c1ccc(S(=O)(=O)N2CCC(NC(=O)CCC3CCCC3)CC2)cc1	·	-2	-5	·	-5
22	CCOC(=O)C1Nc2ccc(C)cc2C2C=CCC12 (configuration not stated)	34	0	9	-0.9	23*
23	O=C(COc1ccc(-n2cnnn2)cc1)Nc1ccc(F)c(Cl)c1	-3	7	0	1.6	4
24	COc1cccc(CN2CCN(CCCc3ccccc3)C(CCO)C2)c1O (configuration not stated)	5	-1	8	-1.0	-4

entry	ABHD4 inh	TDP2 inh	TCR-CD3 inh	LEDGF integ inh	rCAG RNA binder
17	4	9	3	0	3
18	3	-6	5	4	-2
19	3	6	3	1	7
20	2	1	-6	0	0
21	4	11	·	-1	0
22	22	9	0	4	33
23	2	8	0	-2	3
24	5	8	0	2	-9

entry	structure	HTRA1 inh	NR1D1 modulator	SIAE primary	PG9 binder	PRMT1 inh
25	Cn1c(=O)c(=O)n(C)c2cc(N3CCCC3)c(NS(=O)(=O)c3ccc(Cl)cc3)cc21	3	-4	15	-1.8	3
26	O=C(O)C1C2CC(C(Br)C2Br)C1C(=O)O (configuration not stated)	2	4	-3	-1.0	-3
27	O=C(COc1ccc(C(=O)NCCN2CCOCC2)cc1)Nc1cccc(C(F)(F)F)c1	-5	3	-7	-2.3	-1
28	CC(C)C(NS(=O)(=O)c1ccccc1)C(=O)OCC(=O)NNC(=O)c1ccccc1 (configuration not stated)	-3	-2	-2	0.7	0
29	CC(=O)c1noc(C)c1C(=O)Nc1nccs1	-3	2	2	-0.9	-1
30	COc1ccc(C#Cc2ccc3c(c2)c(=O)c2ccccc2n3C)cc1	-13	3	-3	-1.3	-1
31	COc1ccccc1Cn1c(-c2ccccc2OC)nc2ccccc21	-11	0	-1	-0.4	0
32	CCCCCSc1ncccc1C(=O)O	0	6	-7	-1.4	-2

entry	ABHD4 inh	TDP2 inh	TCR-CD3 inh	LEDGF integ inh	rCAG RNA binder
25	3	4	5	5	9
26	1	5	2	0	1
27	5	3	4	-2	-4
28	5	0	7	1	1
29	-5	-10	7	0	-1
30	-3	7	7	3	7
31	-10	7	1	2	-7
32	6	-2	-1	-1	2

entry	structure	HTRA1 inh	NR1D1 modulator	SIAE primary	PG9 binder	PRMT1 inh
33	O=C(NCc1ccccc1)C12CC3CC(CC(C3)C1)C2	-1	6	1	-0.8	-2
34	O=C(CN1CCOCC1)Nc1cc(C(F)(F)F)ccc1Cl	-3	-12	-6	2.0	0
35	CCCC(=O)Nc1nnc(Sc2ccc(N(C)C)cc2)s1	5	-1	3	0.1	-1
36	CC(O)(c1ccc(Cl)cc1)C(c1ccccc1)c1ccccn1 (configuration not stated)	-19	3	-1	0.6	0
37	CCC(C)(C)n1nnnc1C(c1ccc(F)cc1)N1CCC(C(N)=O)CC1 (configuration not stated)	-3	3	-1	0.6	-1
38	Cc1ccc(CNC(=O)c2ccc(OCC(C)C)cc2)n1C	6	-9	1	0.2	0
39	Cc1ccc(-n2nc3c(=O)n(CCCC(=O)N4CCC(C(N)=O)CC4)nc(C)c3c2C)cc1	3	1	-4	-0.9	0
40	CC(C)(C)N1Cc2nnn(CC3CCCCC3)c2-c2cc(F)ccc2S1(=O)=O	·	-1	-1	·	-1

entry	ABHD4 inh	TDP2 inh	TCR-CD3 inh	LEDGF integ inh	rCAG RNA binder
33	-5	4	6	-1	-2
34	7	-3	0	-3	-1
35	6	-3	7	1	3
36	-8	6	6	-2	3
37	4	10	3	3	-6
38	-1	2	8	-2	6
39	-2	6	12	2	-5
40	-2	7	·	-1	1

entry	structure	HTRA1 inh	NR1D1 modulator	SIAE primary	PG9 binder	PRMT1 inh
41	CC(C)NCC(O)COCCOc1ccc(C(C)(C)C)cc1 (configuration not stated)	6	0	-4	0.1	-1
42	NC(=O)c1c(NC(=O)C2CCCO2)sc2c1CCC2 (configuration not stated)	-6	-3	-7	0.8	1
43	Cc1ccc2cc(C)c3nnc(SCc4ccc(C(=O)O)cc4)n3c2c1C	4	-7	-1	-0.9	0
44	CCOc1ccc(C(CC(=O)O)NC(=O)C(Sc2ccccc2)c2ccccc2)cc1 (configuration not stated)	·	7	0	-0.5	4
45	CCNC(=O)C1(C)CCCN1C(=O)c1ccc2c(c1)OCO2 (configuration not stated)	·	5	9	0.0	0
46	C=CCn1cnnc1SCC(=O)N(C1CCCCC1)C1CCS(=O)(=O)C1 (configuration not stated)	3	7	-4	0.7	4
47	CCN(CC(=O)Nc1cccc(OC)c1)CC(=O)Nc1ccc(C)cc1Cl	-13	-3	-1	0.7	-1
48	CC1(C)Cc2c(sc3nc(N/N=C/c4ccccc4)[nH]c(=O)c23)CO1	9	-5	2	-2.6	1

entry	ABHD4 inh	TDP2 inh	TCR-CD3 inh	LEDGF integ inh	rCAG RNA binder
41	0	0	4	1	3
42	-1	4	3	-3	5
43	-2	5	1	3	4
44	-3	-2	-5	1	17
45	-8	-2	5	8	2
46	8	8	-3	-2	1
47	5	-9	5	2	-6
48	4	10	3	-1	5

entry	structure	HTRA1 inh	NR1D1 modulator	SIAE primary	PG9 binder	PRMT1 inh
49	CCCN=C1N(C)C[C@@H]2[C@@H]3C(=O)N(C)C(=O)[C@@H]3[C@](Cc3ccccc3)(C(=O)OC)N12	0	-5	9	-0.9	-6
50	O=C(CNCc1ccccn1)N1CCc2ccccc2C1	-6	0	2	0.1	3
51	CCN(CC)S(=O)(=O)c1ccc(C)c(NC(=O)CN(C)C)c1	-3	-1	3	0.8	0
52	COc1ccc(CN(C(=O)c2snc(C(N)=O)c2N)C(C(=O)NC2CCCC2)c2ccc(OC)cc2)cc1 (configuration not stated)	-17	-3	-6	1.8	4
53	CC1(C)CC(=O)C=C(c2cc3ccccc3s2)C1	-17	-5	-4	-2.6	-2

entry	ABHD4 inh	TDP2 inh	TCR-CD3 inh	LEDGF integ inh	rCAG RNA binder
49	8	4	5	3	1
50	16	18	-12	-4	-3
51	3	-4	-14	2	-4
52	-18	-10	-5	-6	6
53	-1	2	4	1	-4
